Bim-Bfl-1 = inhibitors of Bim binding to Bfl-1, primary screen, biochemical, multiplexed, bead-based flow cytometry | Bim-Bfl-1 binding inhibition | actives 0.12% (n = 190,000) | Bcl-2-related protein A1 (Homo sapiens), Q16548 | inhibition, % at 10 µM;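 also: 0% = wells without compound plus tracer and 100% = blocker peptide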
Bcl-B Bim block = inhibitors of Bim-Bcl-B binding, primary screen, biochemical, multiplexed, human Bcl-2 family. bead-based flow cytometry, Bim peptide-Bcl-B binding. inhibition, % at 10 µM. actives 0.073% (n = 190,000);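 also: 0% = tracer peptide without compound and 100% = reference inhibitor peptide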
Target sequence (Q9HD36 whole entry, looked up): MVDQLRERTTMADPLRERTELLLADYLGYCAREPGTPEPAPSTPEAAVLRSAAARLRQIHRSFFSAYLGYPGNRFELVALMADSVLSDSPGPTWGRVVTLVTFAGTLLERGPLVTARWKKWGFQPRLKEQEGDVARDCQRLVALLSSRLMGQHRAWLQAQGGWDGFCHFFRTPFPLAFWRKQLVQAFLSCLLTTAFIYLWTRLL
RGS8-Gao = RGS8-Galphao binding modulators, primary screen, biochemical, multiplexed bead flow cytometry. Guanine nucleotide-binding protein G(o) subunit alpha (Homo sapiens), P09471. actives lie on both sides. response (percent of control binding), % at 10 µM. actives 0.34% (n = 220,000); in the data active = response below about 60% or above about 140%; inactive = in between;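 also: Galphao activated as the GDP aluminium fluoride complex binding bead-coupled RGS8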
Target sequence (P09471 whole entry, looked up): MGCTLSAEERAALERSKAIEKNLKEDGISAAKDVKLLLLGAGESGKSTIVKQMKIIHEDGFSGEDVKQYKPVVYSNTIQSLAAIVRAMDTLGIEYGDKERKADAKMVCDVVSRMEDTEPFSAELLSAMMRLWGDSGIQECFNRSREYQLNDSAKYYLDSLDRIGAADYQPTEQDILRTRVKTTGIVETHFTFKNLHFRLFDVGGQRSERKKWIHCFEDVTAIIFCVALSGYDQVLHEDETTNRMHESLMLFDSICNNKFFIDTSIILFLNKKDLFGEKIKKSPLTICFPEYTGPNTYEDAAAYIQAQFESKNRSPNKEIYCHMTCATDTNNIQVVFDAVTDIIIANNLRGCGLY
GSH bead fluor = compound fluorescence on glutathione beads, profiling panel, artefact control, biophysical, 488/530 nm, flow cytometry. GSH beads flow cytometry, compound fluorescence 488/530 nm; stronger effect = higher value. actives 0.25% (n = 190,000). fluorescence (KMESF) at 10 µM; in the data active = fluorescence above about 89;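 also: glutathione beads carrying GST-tagged Bcl family fusion proteins plus one bare bead set; values are compound well signal with DMSO vehicle wells as background; inactives centre near 16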
Mcl1 Bid PPI = Mcl-1/Bid binding inhibitors, primary screen, biochemical, TR-FRET, 1536-well. TR-FRET Mcl-1/Bid-Dy647 peptide binding. inhibition, % at 21.7 µM. actives 0.97% (n = 220,000). AID 1021, 2008;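 active = compounds that cut the binding signal by more than half at the single screening dose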;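 also: His-tagged Mcl-1 with europium anti-His antibody binding Bid BH3 peptide; 0% = Mcl-1 plus peptide wells and 100% = peptide-only wells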
Bim-Bcl-2 = inhibitors of Bim-Bcl-2 binding, primary screen, biochemical, multiplexed, human Bcl-2 family; inhibition, % at 10 µM; actives 0.06% (n = 190,000); AID 950, 2007; Bead-based flow cytometry, Bim peptide-Bcl-2 binding; Apoptosis regulator Bcl-2 (Homo sapiens), P10415; in the data active = inhibition above about 40%;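 also: 0% = no compound wells with probe peptide and 100% = reference peptide inhibitor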
Bim-Mcl-1 = inhibitors of Bim peptide binding to Mcl-1, primary screen, biochemical, bead-based flow cytometry, multiplex; Induced myeloid leukemia cell differentiation protein Mcl-1 (Homo sapiens), Q07820; Bim peptide-Mcl-1 binding; inhibition, % at 10 µM; actives 0.1% (n = 190,000); AID 1009, 2008;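 also: 0% = no compound tracer wells and 100% = peptide blocker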
RGS4-Gao reg = modulators of RGS4 binding to Galphao, primary screen, biochemical, multiplexed bead flow cytometry. actives lie on both sides. binding response (% of control), % at 10 µM. actives 0.33% (n = 220,000). AID 1415, 2008; in the data active = binding response below about 49% or above about 150%; inactive = in between;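 also: fluorescent Galphao activated with aluminum fluoride binding bead-coupled RGS4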
RGS7-Gao reg = RGS7-Galphao binding modulators, primary screen, biochemical, multiplexed bead flow cytometry. Guanine nucleotide-binding protein G(o) subunit alpha (Homo sapiens), P09471. actives lie on both sides. binding response (% of control), % at 10 µM. actives 0.35% (n = 220,000). AID 1439, 2008; in the data active = binding response below about 49% or above about 150%;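 also: fluorescent Galphao held in activated GDP-AlF4 state binding bead-coupled RGS7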
Bim-Bcl-W = inhibitors of Bim binding to Bcl-W, primary screen, biochemical, multiplexed, bead-based flow cytometry; Bcl-2-like protein 2 (Homo sapiens), Q92843; Bim peptide-Bcl-W binding; inhibition, % at 10 µM; actives 0.02% (n = 190,000); AID 952, 2007;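 also: 0% = bound tracer without compound and 100% = peptide blocker; higher means less fluorescent Bim peptide bound to Bcl-W beads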
Target sequence (Q92843 whole entry, looked up): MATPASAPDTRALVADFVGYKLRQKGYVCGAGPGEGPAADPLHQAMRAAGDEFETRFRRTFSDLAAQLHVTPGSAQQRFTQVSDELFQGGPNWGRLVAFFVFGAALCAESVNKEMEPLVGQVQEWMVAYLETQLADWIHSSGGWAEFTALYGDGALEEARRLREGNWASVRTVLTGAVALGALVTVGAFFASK
Bim-Bcl-XL = inhibitors of Bim-Bcl-XL binding, primary screen, biochemical, multiplexed, bead flow cytometry, human Bcl-XL; actives 0.04% (n = 190,000); AID 1007, 2008; Bim peptide-Bcl-XL binding, fluorescence; inhibition, % at 10 µM
Target sequence (Q07817 whole entry, looked up): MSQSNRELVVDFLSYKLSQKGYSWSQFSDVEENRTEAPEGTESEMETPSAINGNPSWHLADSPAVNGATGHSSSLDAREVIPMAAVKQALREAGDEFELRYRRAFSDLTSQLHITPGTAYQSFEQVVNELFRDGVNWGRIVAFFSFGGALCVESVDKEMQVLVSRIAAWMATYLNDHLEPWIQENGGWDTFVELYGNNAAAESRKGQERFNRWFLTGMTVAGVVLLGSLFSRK
An asterisk follows results filed as active. Rule as the data show it, unless noted: active = inhibition above about 40%.

Below each compound – Bim-Bfl-1	Bcl-B Bim block	RGS8-Gao	GSH bead fluor	Mcl1 Bid PPI	Bim-Bcl-2	Bim-Mcl-1	RGS4-Gao reg	RGS7-Gao reg	Bim-Bcl-W	Bim-Bcl-XL
- COc1ccc(S(=O)(=O)Oc2cccc(/C=N/N=C3/NC(=O)C(CC(=O)O)S3)c2)cc1 (configuration not stated)
 : -4	-5	109	15	7	-2	0	111	115	-5	-6
- CCc1c(O)nc2sc3ccccc3n2c1=O
 : 0	6	107	7	-105	4	1	107	104	2	-4
- CS(=O)(=O)N1CCC(C(=O)NCCN2CCN(Cc3ccccc3)CC2)CC1
 : -3	-6	101	52	20	-3	-11	105	99	-5	2
- CC(C)CN(C(=O)CN1CCN(c2ccccc2F)CC1)c1c(N)n(CC(C)C)c(=O)[nH]c1=O
 : -5	-7	104	9	-22	-2	0	102	107	-4	-5
- COc1ccc(C(=O)OCCN2CCOCC2)cc1
 : 1	-1	106	96*	17	2	9	112	114	0	0
- O=C(NC1CCCCCCC1)c1ccc2c(c1)N(Cc1ccc(F)cc1)C(=O)CS2=O (configuration not stated)
 : -19	-10	104	22	-14	-11	-6	104	102	-1	-6
- O=C(O)CCc1nn2c3ccccc3n(Cc3ccccc3)c2nc1=O
 : -6	-2	101	16	-32	-2	0	100	112	0	1
- O=C(OCC(=O)N1CCCCC1)c1cc2ccccc2cc1O
 : -12	-5	96	27	-34	-1	1	94	91	4	-2
- CCN1CCN(C(=O)CN(CCc2ccccc2)S(C)(=O)=O)CC1
 : -16	-10	103	8	-17	-16	-4	104	100	-2	-6
- CCOC(=O)c1c(NC(=O)C(C)Sc2c[nH]c3ccccc23)sc2c1CCC2 (configuration not stated)
 : -1	-9	107	14	-16	-2	-5	110	107	-3	-6
- CCn1cc(C2C3=C(CC(C)(C)CC3=O)N(c3ccccc3)C3=C2C(=O)CC(C)(C)C3)c(C)n1
 : -7	-8	104	14	-34	-13	2	98	104	0	-1
- Clc1ccc(/C=C/c2nc3ccccc3[nH]2)cc1
 : -7	-3	103	14	-2	-1	0	102	102	1	2
- COc1ccc(CNc2nc3ccccc3n2Cc2ccccc2)cc1OC
 : -1	-1	103	20	-3	-4	4	103	106	-2	-3
- O=C1c2cccc3cccc(c23)N1Cc1ccc(F)cc1
 : 0	-3	101	5	-1	1	17	101	98	-1	-3
- COc1ccc(N2CCN(C(=O)CCNS(=O)(=O)c3cccs3)CC2)cc1
 : -16	-5	101	25	-27	-2	1	99	102	0	-4

Another view of some results above.
compound | Bim-Bfl-1 | Bcl-B Bim block | RGS8-Gao | GSH bead fluor | Mcl1 Bid PPI | Bim-Bcl-2 | Bim-Mcl-1 | RGS4-Gao reg | RGS7-Gao reg | Bim-Bcl-W | Bim-Bcl-XL
COc1ccc(S(=O)(=O)Oc2cccc(/C=N/N=C3/NC(=O)C(CC(=O)O)S3)c2)cc1 (configuration not stated) | -4 | -5 | 109 | 15 | 7 | -2 | 0 | 111 | 115 | -5 | -6
CCc1c(O)nc2sc3ccccc3n2c1=O | 0 | 6 | 107 | 7 | -105 | 4 | 1 | 107 | 104 | 2 | -4
CS(=O)(=O)N1CCC(C(=O)NCCN2CCN(Cc3ccccc3)CC2)CC1 | -3 | -6 | 101 | 52 | 20 | -3 | -11 | 105 | 99 | -5 | 2
CC(C)CN(C(=O)CN1CCN(c2ccccc2F)CC1)c1c(N)n(CC(C)C)c(=O)[nH]c1=O | -5 | -7 | 104 | 9 | -22 | -2 | 0 | 102 | 107 | -4 | -5
COc1ccc(C(=O)OCCN2CCOCC2)cc1 | 1 | -1 | 106 | 96* | 17 | 2 | 9 | 112 | 114 | 0 | 0
O=C(NC1CCCCCCC1)c1ccc2c(c1)N(Cc1ccc(F)cc1)C(=O)CS2=O (configuration not stated) | -19 | -10 | 104 | 22 | -14 | -11 | -6 | 104 | 102 | -1 | -6
O=C(O)CCc1nn2c3ccccc3n(Cc3ccccc3)c2nc1=O | -6 | -2 | 101 | 16 | -32 | -2 | 0 | 100 | 112 | 0 | 1
O=C(OCC(=O)N1CCCCC1)c1cc2ccccc2cc1O | -12 | -5 | 96 | 27 | -34 | -1 | 1 | 94 | 91 | 4 | -2
CCN1CCN(C(=O)CN(CCc2ccccc2)S(C)(=O)=O)CC1 | -16 | -10 | 103 | 8 | -17 | -16 | -4 | 104 | 100 | -2 | -6
CCOC(=O)c1c(NC(=O)C(C)Sc2c[nH]c3ccccc23)sc2c1CCC2 (configuration not stated) | -1 | -9 | 107 | 14 | -16 | -2 | -5 | 110 | 107 | -3 | -6
CCn1cc(C2C3=C(CC(C)(C)CC3=O)N(c3ccccc3)C3=C2C(=O)CC(C)(C)C3)c(C)n1 | -7 | -8 | 104 | 14 | -34 | -13 | 2 | 98 | 104 | 0 | -1
Clc1ccc(/C=C/c2nc3ccccc3[nH]2)cc1 | -7 | -3 | 103 | 14 | -2 | -1 | 0 | 102 | 102 | 1 | 2

Later entries.
Below each compound – Bim-Bfl-1	Bcl-B Bim block	RGS8-Gao	GSH bead fluor	Mcl1 Bid PPI	Bim-Bcl-2	Bim-Mcl-1	RGS4-Gao reg	RGS7-Gao reg	Bim-Bcl-W	Bim-Bcl-XL
- CCOC(=O)N1CCC(NC(=O)c2cc(C(=O)Nc3ccc(OCC)cc3)ccc2CO)CC1
 : -21	-9	102	36	-35	-10	-2	104	100	-2	-10
- O=C(/C=C/c1ccccc1)Nc1cccc(C(=O)O)c1
 : -4	0	98	9	-26	0	0	98	98	0	0
- CC(=O)OCCOc1nc(NC(C)C)nc(NC(C)C)n1
 : 0	-8	102	24	5	0	-4	101	100	-4	-7
- O=C(CCSc1ccccc1)N1CCCC1
 : -5	-2	95	19	-9	-6	0	94	92	-4	-1
- CCC[C@@H]1C[C@@]1(CCC)[C@@H](NC(=O)c1ccccc1)c1ccc(C(=O)OC)cc1
 : -2	-2	102	18	6	-3	-1	103	102	0	0
- CC(NC(=O)OCc1ccccc1)C(=O)Oc1cc2oc(=O)cc(-c3ccccc3)c2cc1Cl (configuration not stated)
 : -14	-5	99	17	-16	-9	-2	98	93	-5	-5
- O=[N+]([O-])c1ccc(C2CNC(c3ccccc3)O2)cc1 (configuration not stated)
 : 0	-3	97	13	-17	-2	-1	102	98	-6	-6
- O=C(COc1ccccc1Cl)Nc1ccc(C(=O)c2ccc(C(=O)O)cc2)cc1
 : -3	1	103	18	-17	0	2	101	104	2	2
- COC(=O)COC(=O)c1ccc(Oc2nc(OC)nc(N(C)C)n2)cc1
 : 10	3	109	30	3	11	5	109	105	3	12
- CN(C)c1ccnc(-n2cccc2/C=N/OCc2ccccc2)c1C#N
 : -6	-6	100	48	-18	-6	0	105	100	0	-4
- CCOC(=O)c1c(O)c2c(n(Cc3ccco3)c1=O)CCCC2
 : 0	0	96	10	-35	0	0	84	89	-1	1
- CCN1CCN(C(c2cccs2)C(C)NC(=O)c2cccnc2)CC1 (configuration not stated)
 : -8	-2	101	23	-21	-8	-1	100	98	0	-3
- CCOC(=O)c1sc(=NC(=O)CCS(=O)(=O)c2ccccc2)n(C)c1C
 : -5	-1	95	11	-24	-2	5	98	91	-4	0
- Cc1ccc2[nH]c3c(N4CCc5ccccc5C4)ncnc3c2c1
 : -9	-6	105	9	6	-4	0	112	101	1	0
- CC(C)N(Cc1nc(-c2ccc(Cl)cc2)no1)C(=O)CCC1CCCC1
 : -12	-6	101	22	-16	-7	0	103	99	0	-3
- CC(C)(C)c1nnc(N/N=C/c2ccccc2O)n(N)c1=O
 : -6	-4	98	14	-13	0	-7	99	95	-5	-5
- CCCc1cc(=O)oc2cc(OCc3ccc(OC)cc3)c(Cl)cc12
 : 2	-2	99	11	2	-5	3	96	97	2	-3
- Cc1c([N+](=O)[O-])nnn1-c1cc(Cl)cc(Cl)c1
 : -2	-3	104	14	10	-2	-2	104	103	-3	-2
- Cc1c(C(=O)N(C)Cc2ccccc2)oc2ccc(S(=O)(=O)N3CCCC3)cc12
 : -10	-4	103	5	-7	-4	1	105	106	1	-3
- Cc1sc(NC(=O)CN(Cc2ccccc2)C(=O)C2CC2)c(C(N)=O)c1C
 : -9	-6	101	24	-58	-4	-5	100	95	-2	-4
- C=CCn1c(SCC(=O)NC2CCCc3ccccc32)nnc1-c1ccncc1 (configuration not stated)
 : -5	-8	106	11	-25	-6	-3	110	105	-4	-5
- CCCn1cc(SCC(=O)Nc2ccc3c(c2)OCO3)c2ccccc21
 : -10	-1	102	20	-23	-4	0	103	107	0	-2
- COc1cccc(OC(=O)CSc2nnc(-c3ccccc3Br)o2)c1
 : -7	-1	116	46	8	-8	-3	110	110	3	-1
- CCc1ccc(OCC(=O)Nc2cccc3nsnc23)cc1
 : -1	-4	101	14	-1	-1	3	105	108	0	0
- COC(=O)CCCCCN1C(=O)NC(c2ccc(-c3ccccc3)cc2)C(C(=O)OCc2ccccc2)=C1C (configuration not stated)
 : 0	-6	105	18	-5	-3	-4	102	100	-4	-3
- Cc1cc2oc(=O)cc(C)c2cc1NC(=O)CCC(=O)O
 : 0	0	100	13	1	-1	0	98	98	-1	0
- Cc1ccc(NC(=S)NN2CCN(C)CC2)c(C)c1
 : -13	-13	102	18	-43	-19	-2	100	100	-5	-8
- Cc1noc(C)c1C(=O)OCC(=O)c1cc(C)n(Cc2ccccc2Cl)c1C
 : -4	-3	116	11	-65	-2	-2	123	117	0	-1
- Cc1cc(C)c(S(=O)(=O)NCCOc2ccccc2)c(C)c1-n1cnnn1
 : -4	0	100	13	-24	-4	-3	100	96	-1	3
- Cc1cnc2c(C(=O)O)cnn2c1
 : -7	-9	139	8	4	-3	0	117	127	-1	2

The final two compounds of the section before lead into the next.
Below each compound – Bim-Bfl-1	Bcl-B Bim block	RGS8-Gao	GSH bead fluor	Mcl1 Bid PPI	Bim-Bcl-2	Bim-Mcl-1	RGS4-Gao reg	RGS7-Gao reg	Bim-Bcl-W	Bim-Bcl-XL
- Cc1cc(C)c(S(=O)(=O)NCCOc2ccccc2)c(C)c1-n1cnnn1
 : -4	0	100	13	-24	-4	-3	100	96	-1	3
- Cc1cnc2c(C(=O)O)cnn2c1
 : -7	-9	139	8	4	-3	0	117	127	-1	2
- O=C1CCNc2cc3ccccc3cc21
 : 16	-9	88	9	-88	10	4	75	97	7	6
- CCN(CC)CCCN(Cc1cc2cc3c(cc2[nH]c1=O)OCO3)C(=S)Nc1ccc(OC)cc1
 : -2	-8	100	13	-39	-1	-5	101	97	-2	-3
- Cc1ccc(Cl)c(NC(=O)COC(=O)c2ccccc2C(=O)c2ccc(Cl)c([N+](=O)[O-])c2)c1Cl
 : -2	-7	106	12	10	-3	-3	106	103	-7	-4
- O=C(C1=C[C@@H](c2ccc(C(F)(F)F)cc2)C[C@@H](OCc2ccc(CO)cc2)O1)N1CCN(Cc2ccc3c(c2)OCO3)CC1
 : -2	-1	103	18	1	-4	-1	103	100	0	-2

Assay outcomes: PubChem BioAssay, several laboratories
